# High-throughput results (PubChem)
# NOD2 RIPK2 PPI: inhibitors of human NOD2-RIPK2 interaction; CHO BLA complementation NOD2-RIPK2, CCF4 ratio; inhibition, % at 4.98 µM; 0.38% of 360,000 active; AID 624267; in the data active = inhibition above about 21%;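 also: 0% = vehicle only and 100% = reference blocker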
# ABHD5-PLIN5 inh: ABHD5-PLIN5 protein interaction inhibition | Split G. princeps luciferase complementation, luminescence, 4 h | inhibition, % at 4 µM | 0.78% of 360,000 active;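 active = inhibition above the mean inhibition across every tested compound plus 3 SD, cut at about 22% in these data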;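 also: 0% = DMSO only wells and the 100% control is not disclosed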
# Target sequence (Q00G26 whole entry, looked up): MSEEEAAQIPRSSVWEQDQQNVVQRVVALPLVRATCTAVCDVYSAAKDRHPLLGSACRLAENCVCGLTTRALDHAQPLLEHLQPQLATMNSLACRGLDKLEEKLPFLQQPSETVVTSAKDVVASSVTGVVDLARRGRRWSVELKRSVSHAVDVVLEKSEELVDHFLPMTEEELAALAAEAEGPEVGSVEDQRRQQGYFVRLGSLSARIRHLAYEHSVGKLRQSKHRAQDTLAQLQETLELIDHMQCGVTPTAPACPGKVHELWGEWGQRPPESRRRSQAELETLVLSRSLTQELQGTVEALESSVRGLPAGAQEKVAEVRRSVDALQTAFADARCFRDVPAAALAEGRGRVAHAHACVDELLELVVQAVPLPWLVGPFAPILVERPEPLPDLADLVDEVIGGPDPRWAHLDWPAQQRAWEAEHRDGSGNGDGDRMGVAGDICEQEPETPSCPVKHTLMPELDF
# Target sequence (Q8WTS1 whole entry, looked up): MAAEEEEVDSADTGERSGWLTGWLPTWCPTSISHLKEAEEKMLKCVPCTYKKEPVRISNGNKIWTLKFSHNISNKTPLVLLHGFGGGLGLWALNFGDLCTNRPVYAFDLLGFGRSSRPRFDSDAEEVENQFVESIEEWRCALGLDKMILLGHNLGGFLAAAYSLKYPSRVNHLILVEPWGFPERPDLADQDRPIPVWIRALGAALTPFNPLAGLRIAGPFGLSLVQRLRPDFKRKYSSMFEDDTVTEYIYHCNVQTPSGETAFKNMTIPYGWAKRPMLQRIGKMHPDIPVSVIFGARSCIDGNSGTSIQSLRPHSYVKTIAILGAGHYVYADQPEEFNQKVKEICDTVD
# TLR9-MyD88 block: TLR9-MyD88 interaction inhibition; Q9NR96+Q99836; CHO BLA complementation TLR9-MyD88, CCF4 FRET ratio; inhibition, % at 4.98 µM; 0.21% of 340,000 active;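 active = inhibition above the mean over all tested compounds plus 3 SD, cut at about 21% in these data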;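 also: 0% = DMSO only wells and 100% = clavulanate BLA inhibitor control wells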
# Glyco luc inh: blocks N-linked glycosylation in D54 reporter cells; reporter increase, % at 12.5 µM; D54 ERlucT glycosylation luciferase reporter, 24 h; percent of 100 nM tunicamycin response; AID 588692; 0.23% of 360,000 active;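 active = mean luciferase reporter signal, scaled so untreated is 0 and the glycosylation-blocking control 100, at or above a set limit in every replicate; inconclusive = mean reaches the limit but not every replicate does; inactive = mean below the limit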;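 also: luciferase carries N-glycosylation sites so blocking glycosylation raises the light; 0% = median of neutral control wells and 100% = median of 100 nM tunicamycin wells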
# MC4R barr agon: human MC4R agonism via beta-arrestin | P32245 | U2OS MC4R beta-arrestin complementation, luminescence; percent of melanotan II response, DMSO zero | activation, % at 8.9 µM | 0.98% of 360,000 active | AID 540308;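 active = activation above a per-plate cutoff, the mean activation of sample wells on that plate plus 3 SD, cut at about 8% in these data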
# MC4R antagonist: human MC4R antagonism in cAMP assay; P32245; MC4R-expressing cells, MTII-stimulated cAMP, LANCE TR-FRET; inhibition, % at 6.5 µM; 0.48% of 360,000 active; AID 540295;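 active = inhibition above its plate's cutoff, the mean of tested wells on that plate plus 3 SD, cut at about 29% in these data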;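 also: 0% = Melanotan II alone and 100% = Melanotan II plus saturating MCL0020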
#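 Assay system: human MC4R-expressing U2OS cells; reagent: Melanotan II stimulation of cells; dosing: 6.5 µM single dose; timing: compound 30 min, challenge 1 h, detection 1 h; signal: TR-FRET cAMP assay; replicates: one well per compound, no replicates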
# aDG glyco act: alpha-DG glycosylation activation. activation, % at 10 µM. Pro5-aDG cells, alpha-DG glycosylation AlphaScreen (IIH6); 0% Pro5, 100% B10-LARGE cell signal. 0.22% of 360,000 active;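 active = activation of at least 8% versus controls, or a plate z-score of at least 8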;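 also: Pro5 are CHO cells carrying HIG-tagged alpha-DG that lacks glycosylation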
# Granule exo inh: blocks lytic granule exocytosis; TALL-104 LAMP-1 surface exposure, flow cytometry; cells stimulated with thapsigargin and PMA; inhibition, % at 10 µM; 0.66% of 360,000 active; AID 651702;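 active = inhibition above about 55%, limit read from the data; inconclusive = no clear call, values can overlap the other calls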
# ABCB6 inh MLPCN: inhibitors of human ABC transporter ABCB6 | AID 602162 | fluorescence ratio to DMSO, % at 10 µM | K562-ABCB6 porphyrin accumulation, flow cytometry, 1 h; hits give low values | 0.19% of 360,000 active;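 active = fluorescence ratio to DMSO below 75%, the collection mean minus 3 SD; inconclusive = too few cells collected in the well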;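 also: signal is porphyrin accumulated inside mitochondria; 100% equals median channel fluorescence of DMSO control wells; lower ratio means ABCB6 inhibition with less porphyrin fluorescence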
# Vif imaging: inhibitors of HIV Vif | inhibition, % at 7.49 µM | HEK293T cells, Vif self-association by quenched fluorescence, imaging, 24 h | 0.35% of 340,000 active; in the data active = inhibition above about 50%, passing the limit was not always enough; inconclusive = no clear call, values can overlap the other calls; inactive = below about 31%; also: some results filed as inactive read as strong as hits
# * hit, by the source's call; ? = inconclusive; . = no result given. The list is partial; the hit share may differ from the screen's.
SMILES,NOD2 RIPK2 PPI,ABHD5-PLIN5 inh,TLR9-MyD88 block,Glyco luc inh,MC4R barr agon,MC4R antagonist,aDG glyco act,Granule exo inh,ABCB6 inh MLPCN,Vif imaging
CCn1nc(CC(=O)Nc2ccc(-n3cnnn3)c(C)c2)c2ccccc2c1=O,-10,1,0,0,-1.6,2,0.0,-1,86,16
Cc1cc(-n2c(SCC(=O)NCc3cccs3)nc3n[nH]c(C)c3c2=N)ccc1Cl,2,11,2,6,13*,17,0.7,2,97,-7
Cc1nnc(SCc2ccccn2)n(N)c1=O,-1,12,-4,2,-0.1,-2,3.5*,-5,95,3
Cc1ccc(NC(=O)CSc2ccc3nnc(-c4ccccn4)n3n2)cc1,0,-10,-8,7,-3.8,3,-0.2,-1,102,-12
O=C(CCc1ccccc1)Nc1nnc(-c2ccc3c(c2)OCCO3)o1,-5,-2,3,-2,-4.1,-5,0.0,-2,99,-1
COC(=O)c1ccccc1NC(=S)NC(=O)c1ccccc1F,2,6,-9,20,0.2,2,0.2,1,95,0
COc1cc2c(cc1OC)C(C(N)=O)NCC2 (stereo not given),-15,9,-3,2,-1.2,-6,-0.2,-5,94,12
COc1cc(C2CC(=O)c3cnc(NC(C)=O)nc3C2)cc(OC)c1OC (stereo not given),-1,3,4,2,-1.6,-3,0.1,4,104,-11
COc1ccc(C(c2nnnn2Cc2cccs2)N2CCN(c3ccc(F)cc3)CC2)cc1OC (stereo not given),1,1,-5,-3,-2.2,14,0.0,0,94,0
Cc1ccccc1CN1C(=O)CN(S(C)(=O)=O)CC1(C)C(=O)NC(C)C (stereo not given),7,5,.,.,.,.,0.0,0,.,.
COC(=O)Nc1cccn(Cc2c(Cl)cccc2Cl)c1=O,-12,-1,2,2,-0.7,-5,0.0,-3,99,13
N#C/C(=C\c1cccc(Oc2ccc(C(F)(F)F)cc2[N+](=O)[O-])c1)c1nc2ccccc2[nH]1,-8,3,-11,-3,0.1,1,-0.1,-6,110,-6
O=C(NC1CCCc2ccccc21)c1cc(Cl)ccn1 (stereo not given),-2,-8,-4,-2,1.6,19,-0.1,-14,105,5
CCCC(C)NC(=O)COC(=O)c1cccc(NS(C)(=O)=O)c1 (stereo not given),-2,-3,-3,4,-2.4,-8,-0.1,1,93,-4
CC(Nc1nc(-c2ccc(F)cc2)cs1)c1nc2cc(C(F)(F)F)ccc2n1CCCO (stereo not given),10,-21,0,1,-0.2,2,2.1,0,95,-2
Cc1ccsc1C(=O)N1CCC1(C)C(=O)NS(=O)(=O)c1cccc(F)c1 (stereo not given),6,-4,.,1,-1.9,8,0.1,1,100,9
COCCCn1c(=O)c2ccccc2n(CC(=O)NC2CCCCC2)c1=O,-6,5,-6,1,-2.9,15,0.0,17,97,9
COc1cc2[nH]c(=O)n(CCC(=O)NC3CCN(Cc4ccccc4)CC3)c(=O)c2cc1OC,-7,-1,1,1,-1.0,-2,0.3,4,97,18
CSCCC(NC(=O)c1ccc(Cl)cc1)C(=O)OCC(=O)N1CCCC1=O (stereo not given),-11,-7,3,4,-2.6,15,-0.2,6,96,10
CCN(CC)S(=O)(=O)c1ccc(N=Nc2c(N)[nH]c(=O)[nH]c2=O)cc1,-8,-2,4,0,-1.2,-15,-0.1,-1,94,0
COc1ccc(Nc2nnc(SC(C(=O)Nc3cc(C)ccc3C)c3ccccc3)s2)cc1 (stereo not given),1,-1,-14,-4,-2.5,2,1.6,0,101,1
CC(C)Nc1nc(NC(C)C)nc(C(N)=O)n1,-12,2,-3,5,-0.3,-3,-0.4,1,90,-3
C#CCOCCOCCOCCNc1nc(N2CCN(C(=O)Cn3cc(CCO)nn3)CC2)nc(N2CCN(C(=O)Cn3cc(CC(C)O)nn3)CC2)n1 (stereo not given),-9,-7,-2,3,-1.0,-1,0.0,-4,99,-1
CCC1CCCCN1S(=O)(=O)c1c(C)n(C)c(=O)n(C)c1=O (stereo not given),-1,0,-5,3,-4.7,2,-0.3,-4,98,-5
CCCCNC(=O)c1onc(CSc2cccc(Cl)c2)c1C(=O)O,3,-6,4,0,-1.9,6,0.3,2,103,3
CCCNC(=S)N(Cc1ccccc1)Cc1nc2ccccc2c(=O)[nH]1,-1,4,-2,-3,-1.3,9,0.2,-1,96,-1
O=C(Nc1ncccc1O)c1ccc(S(=O)(=O)N2CCCCCC2)cc1,1,-10,-2,5,-3.2,3,-0.1,10,87,-14
COc1ccccc1C(=O)Nc1cc(-c2ccc(C)cc2)no1,4,-3,-5,3,-2.7,9,0.1,33,69*,-2
Cc1ccc(S(=O)(=O)Cn2nnnc2CN(Cc2ccco2)CC2CCCO2)cc1 (stereo not given),-6,1,-8,1,-0.6,10,0.0,-2,106,3
O=C(NCc1ccccc1)c1cc(C2CCCCN2C(=O)CCCc2ccccc2)on1 (stereo not given),-7,3,.,-3,-0.1,-3,0.3,-5,93,-5
O=C(Cc1cnc2ncnn2c1)N1CCc2c([nH]c3ccccc23)C1c1ccccc1F (stereo not given),-4,0,-3,-1,-4.6,-3,0.4,0,100,-6
CCOC(=O)c1sc(NC(=O)c2ccc(S(=O)(=O)N3CCCCCC3)cc2)nc1-c1ccccc1,7,0,-7,-2,-0.9,32*,0.2,5,94,2
CC(=O)Nc1ccc(C(=O)NNC(=O)CCCCC(=O)NNC(=O)c2ccc(NC(C)=O)cc2)cc1,-1,-3,-11,1,1.6,0,0.0,4,101,10
O=C(CN1C(=O)NC2(CCCC2)C1=O)NCCC1=CCCCC1,2,-1,4,1,0.8,3,0.3,8,106,8
Fc1cccc(Nc2ncnc3sc4c(c23)CCC4)c1,-7,1,1,-1,-1.4,-8,0.0,1,99,8
NC(=O)COc1ccccc1C1=NO[C@@](CC(=O)O)(C(=O)Nc2ccc3c(c2)OCCO3)C1,-7,5,-4,3,0.1,5,-0.1,33,98,-5
CCN(CC)S(=O)(=O)c1cccc(C(=O)N[C@H](C(=O)OCC(=O)NC(=O)NC)C(C)C)c1,-9,-2,3,0,-1.1,7,0.0,-1,92,4
Cc1ccc(F)c(S(=O)(=O)NC(=O)C2(C)CCN2C(=O)Cc2cccs2)c1 (stereo not given),-4,4,.,2,0.0,5,-0.1,-8,93,13
COCCn1nnnc1C(c1ccc(Cl)cc1)N1CCSCC1 (stereo not given),-2,-12,-6,2,-0.7,5,-0.3,-1,103,3
COC(=O)C(Cc1ccccc1)NC(=O)CSc1nc(N)cc(=O)[nH]1 (stereo not given),0,0,-2,1,-0.7,5,-0.2,0,98,21

# Whole records from above. Screens in order: NOD2 RIPK2 PPI	ABHD5-PLIN5 inh	TLR9-MyD88 block	Glyco luc inh	MC4R barr agon	MC4R antagonist	aDG glyco act	Granule exo inh	ABCB6 inh MLPCN	Vif imaging
# Results for CCOC(=O)c1sc(NC(=O)c2ccc(S(=O)(=O)N3CCCCCC3)cc2)nc1-c1ccccc1 : 7	0	-7	-2	-0.9	32*	0.2	5	94	2
# Results for C#CCOCCOCCOCCNc1nc(N2CCN(C(=O)Cn3cc(CCO)nn3)CC2)nc(N2CCN(C(=O)Cn3cc(CC(C)O)nn3)CC2)n1 (stereo not given) : -9	-7	-2	3	-1.0	-1	0.0	-4	99	-1

# Continuation.
SMILES,NOD2 RIPK2 PPI,ABHD5-PLIN5 inh,TLR9-MyD88 block,Glyco luc inh,MC4R barr agon,MC4R antagonist,aDG glyco act,Granule exo inh,ABCB6 inh MLPCN,Vif imaging
COc1cccc2cc(C(=O)CC3(O)C(=O)N(Cc4ccccc4)c4ccccc43)c(=O)oc12 (stereo not given),6,1,0,1,-3.4,7,0.4,1,99,-1
O=C(NCc1ccco1)C1CCCN1C(=O)Nc1ccc(Cl)cc1 (stereo not given),-7,-8,10,1,-2.4,-3,0.0,14,94,-9
O=C(C1CCCC1)N1CCN(S(=O)(=O)c2ccc(F)cc2)CC1,5,2,-1,-2,0.6,3,0.8,-1,99,-4
CC(O)[C@H]1CNCCN1CCc1cccc(F)c1 (stereo not given in full),-1,1,-2,1,-0.7,9,-0.1,10,96,-4
CCc1nc(N2CCN(C(C)=O)CC2)c(C#N)c2c1COC(C)(C)C2,-9,10,11,0,1.2,18,0.0,-6,103,-1
Cc1ccc(/C=C(\NC(=O)c2ccc(C)cc2)c2nc(=S)[nH][nH]2)cc1,-3,-5,-3,0,7.2,2,-0.1,19,99,0
CCC(CC)C(=O)c1c[nH]c(C(=O)NCC2CCCO2)c1 (stereo not given),0,-2,-2,1,-1.2,1,0.0,-2,104,6
C=CCNC(=S)N/N=C(\C)c1ccccn1,-3,6,7,-19,-2.7,-1,-0.6,-2,98,6
Cc1ccc(S(=O)(=O)Nc2nnc(C3CCCCC3)s2)cc1,2,-6,-16,1,0.3,10,-0.1,-8,98,22
O=C(COC(=O)CSc1ccc(F)cc1)NCCCc1ccccc1,-11,15,4,3,0.1,-1,0.3,-2,97,-1
Nc1ncnc2c1ncn2[C@@H]1O[C@H](CNC(=O)[C@@H](N)C2CCCCC2)[C@@H](O)[C@H]1O,1,-7,-6,3,-0.2,3,-0.2,-2,104,.
CCCn1c(N)c(NCCN2CCOCC2)c(=O)[nH]c1=O,5,1,-4,2,0.0,0,0.1,0,170,-6
Cn1nnc(NC(=S)NC(=O)c2cc3ccccc3o2)n1,-7,1,10,1,-3.3,7,-0.2,4,99,-1
CC(C)[C@H](NC(=O)c1ccccc1)C(=O)OCC(=O)Nc1sccc1C(N)=O,-6,-1,6,-2,-0.9,0,0.2,-2,92,-5
Cc1ccc(/C=N/NC(=O)c2cc(-c3ccncc3)nc3ccccc23)o1,7,2,-1,10,-1.8,-24,-0.1,0,98,34
COc1cc(C(O)c2nc(/C=C/c3ccccc3)cs2)ccc1F (stereo not given),4,-5,.,0,0.7,4,0.2,-8,95,?
CCn1cc(/C=C(\NC(=O)c2ccc(C)cc2)C(=O)NCCCN2CCOCC2)c2ccccc21,3,5,-5,2,1.3,14,-0.1,2,111,-8
COc1ccc(N2CCN(C(=O)c3ccc(CNc4c(N5CCOCC5)c(=O)c4=O)cc3)CC2)cc1,-2,4,4,0,-0.6,7,0.1,2,98,2
COc1ccccc1Nc1nnc(SCC2CCCCO2)s1 (stereo not given),-7,-3,-1,-13,-0.2,-2,-0.3,4,95,3
CC(C)n1c(=S)[nH]c2cc(Cl)ccc21,-2,-5,-2,6,-2.3,17,2.4,3,99,2
c1ccc(CSc2nnc3ccc(-c4cccs4)nn23)nc1,-10,-4,-7,1,1.9,20,0.9,-2,103,-9
COc1ccc(-c2cc(=O)oc3cc(OC(=O)C4CCCCC4)c(Cl)cc23)cc1,16,-2,13,-9,0.2,-8,0.6,-2,107,6
CCSc1nc2ccccc2n1C(=O)c1ccc(S(=O)(=O)N2CCCCCC2)cc1,-16,4,13,2,1.1,0,-0.2,0,95,-4
O=C(COC(=O)Cc1ccc(Cl)cc1)NCCc1ccccc1,-16,7,-5,2,-1.1,0,-0.2,3,99,6
O=C(CCC1CCCCC1)Nc1cc(Cl)ccc1N1CCOCC1,11,-10,5,-3,0.5,0,-0.2,-2,94,.
CCN(CC)CCCNc1nc(N)c([N+](=O)[O-])c(N2CCCCCC2)n1,-5,6,0,1,-1.5,6,-0.1,2,95,-11
